High-throughput results deposited in PubChem by several laboratories.
M. tuberculosis GlmU: inhibition of mycobacterial GlmU enzyme – biochemical, glucosamine-1-phosphate acetyltransferase (AID 1376). Bifunctional protein GlmU (Mycobacterium tuberculosis (strain ATCC 25618 / H37Rv)). M. tuberculosis GlmU acetyltransferase enzyme assay; higher % means a stronger effect. inhibition, %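 (tested at 30 µM in the primary screen)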; hits with a dose series show IC50 in µM. 220,000 compounds, 0.25% hits; in the data active = inhibition above about 13%; inconclusive = no clear call, values can overlap the other calls;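 note: 0% = complete reaction with vehicle and 100% = reaction without substrate; strong numbers were not always called active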
Mtb RmlCD inh: M. tuberculosis RmlC/RmlD coupled enzyme inhibitors, primary screen, biochemical, compound mixtures, 384-well, from 1536-well plates. AID 1533, 2009. inhibition, % at 3.6 µM. 160,000 compounds, 0.03% hits. RmlC+RmlD coupled enzyme assay, percent inhibition; primary screen in compound mixtures. dTDP-4-dehydrorhamnose reductase (Mycobacterium tuberculosis (strain ATCC 25618 / H37Rv)) …; in the data active = inhibition mostly above about 34%, no sharp cut-off; inconclusive = no clear call, values can overlap the other calls; inactive = mostly below about 22%; note: some results filed as inactive read as strong as hits
Target sequence (P9WH09 whole entry, looked up): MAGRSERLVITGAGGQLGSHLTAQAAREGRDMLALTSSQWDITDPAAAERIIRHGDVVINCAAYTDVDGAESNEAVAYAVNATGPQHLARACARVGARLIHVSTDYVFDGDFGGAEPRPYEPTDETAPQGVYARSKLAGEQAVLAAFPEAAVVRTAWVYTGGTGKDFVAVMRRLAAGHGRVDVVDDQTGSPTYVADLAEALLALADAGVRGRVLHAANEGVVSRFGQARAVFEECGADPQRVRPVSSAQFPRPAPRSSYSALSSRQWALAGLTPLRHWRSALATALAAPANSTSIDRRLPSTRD
Target sequence (P9WH11 whole entry, looked up): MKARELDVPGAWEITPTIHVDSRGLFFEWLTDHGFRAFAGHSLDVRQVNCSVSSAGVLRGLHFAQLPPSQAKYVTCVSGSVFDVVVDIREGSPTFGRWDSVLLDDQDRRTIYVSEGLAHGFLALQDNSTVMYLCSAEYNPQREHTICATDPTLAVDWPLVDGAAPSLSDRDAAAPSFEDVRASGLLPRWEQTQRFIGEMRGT
Numbers without * were called inactive; ? = inconclusive; / = no result given. A portion of the library; the hit share may differ from the screen's.

entry	SMILES	M. tuberculosis GlmU	Mtb RmlCD inh
1	O=C(NC1CCN(Cc2ccccc2)CC1)C1CCN(S(=O)(=O)c2cccc3nsnc23)CC1	1.3%	10.9
2	COc1cc(/C=C(\C#N)c2nc3ccccc3[nH]2)cc(Br)c1OCc1ccccc1	-3.7%	-0.6
3	Nc1c(Cl)ncnc1NCCc1ccc(O)cc1	2.4%	17.7
4	COc1ccc([N+](=O)[O-])cc1NC(=O)C(C)Sc1ccccc1 (stereo not given)	-4.9%	/
5	O=C(COC(=O)c1ccc(=O)n(Cc2ccccc2)n1)Nc1ccc2c(c1)OCCO2	-0.1%	/
6	COc1ccc(NC(=O)CSc2nccn2-c2cccc(OC)c2)cc1	-1.0%	15.9
7	O=C(c1ccco1)N(Cc1ccccc1)c1cccc([N+](=O)[O-])c1	-1.0%	12.0
8	COC(=O)c1sc2ncccc2c1OCc1ccccc1Cl	1.5%	-23.7
9	COC(=O)c1ccc2c(=O)n(CCCCCC(=O)NC(C)C)c(=O)[nH]c2c1	/	2.0
10	Nc1n[nH]c(N)c1N=Nc1ccc(Cl)cc1Cl	-3.8%	6.1
11	C=CC(=C)CC(NC)c1ccccc1 (stereo not given)	-14.6%	/
12	Cn1c(=O)c2c(SCC(=O)NCCc3ccccc3)nc(C3CC3)nc2n(C)c1=O	1.2%	-5.9
13	C=CCN(C(=O)CNC(=O)c1ccco1)C(C(=O)NC1CCCC1)c1cccs1 (stereo not given)	-0.1%	-39.6
14	CCOC(=O)c1nc(S(C)(=O)=O)ncc1N1CCOCC1	0.4%	-12.8
15	C=CCOC(=O)C1=C(C)NC(C)=C(C(=O)OCC=C)C1c1ccc(O)cc1	-1.9%	/
16	Cc1ccc2[nH]c(O)c(N=O)c2c1	-1.1%	1.4
17	COc1cc(S(=O)(=O)N2CCN(C(=O)c3ccccc3F)CC2)c(OC)cc1NC(C)=O	2.5%	3.8
18	CC1CC(OP(O)(=S)c2ccc(N(C)C)cc2NC(=O)c2cccs2)CC(C)(C)C1 (stereo not given)	5.7%	/
19	Cc1cccc2cc(CN(C(=O)c3cnccn3)C3CCCCC3)c(Cl)nc12	0.2%	5.9
20	COc1ccc(/C=C2/C(=O)N=C3SCCN32)cc1	-3.5%	9.7
21	CCOC(=O)c1ncn2c1CN(C)C(=O)c1cc(F)ccc1-2	-0.4%	?
22	COc1ccc(-c2ccc3oc(-c4ccc(OC)cc4)c(-c4cc(OC)c(OC)c(OC)c4)c3c2)cc1	0.8%	/
23	COc1ccc(S(=O)(=O)Nc2ccc(NC(C)=O)cc2)cc1[N+](=O)[O-]	3.0%	2.2
24	CC(C)N1C(=O)CC(Nc2ccc(N3CCOCC3)cc2)C1=O (stereo not given)	4.5%	9.9
25	CCOC(=O)c1c(C)[nH]c(C)c1C(=O)CSc1nnc(-c2ccncc2)n1Cc1ccccc1	2.5%	/
26	Cc1nc(CS(=O)(=O)c2ccc(Cl)cc2)cc(N2CCOCC2)n1	2.3%	6.7
27	CCN1CCN(C(c2cccs2)C(C)NC(=O)c2cccc(OC)c2OC)CC1 (stereo not given)	4.5%	11.9
28	Cc1cc(OCCN2CCOCC2)ccc1[N+](=O)[O-]	-0.2%	-7.5
29	N/C(COc1ccc(C(=O)O)cc1)=N\O	2.3%	/
30	Cc1cccc(Cc2c(C)[nH]c(=O)c(C#N)c2C)c1	5.7%	/
31	Cc1ccc(NC(=O)C(=O)NCCN2CCN(S(C)(=O)=O)CC2)cc1C	2.1%	-1.5
32	Cc1nc2ccccn2c1/C(O)=C1\C(=O)C(=O)N(CCN2CCOCC2)C1c1cccs1 (stereo not given)	3.9%	-4.3
33	COc1ccc(-c2cc(C(=O)Nc3c(C)n(C)n(-c4ccccc4)c3=O)no2)cc1	-1.2%	-10.0
34	O=C(CSc1nnc(NC(=O)C2CC2)s1)NCc1ccco1	-0.1%	-3.1
35	Cc1ccc2c(c1)C(=O)C(=O)N2CC(=O)Nc1ccccc1NC(=O)c1ccccn1	-3.4%	3.3
36	COC(=O)CSC(C(=O)Nc1ccc(C)c(C)c1)c1ccccc1 (stereo not given)	1.3%	-9.6
37	CC1Cc2ccccc2N1C(=O)CSc1nc2ccccc2s1 (stereo not given)	-3.3%	106.5
38	CCn1c2ccccc2c2cc(NC(=O)COC(=O)c3ccccc3F)ccc21	-3.0%	/
39	COc1cc(O)c(C(CCN2CCCC(C)C2)c2ccc3c(c2)OCO3)c(OC)c1 (stereo not given)	1.8%	-11.9
40	CC(C)CNc1nc(Oc2ccc(=O)[nH]n2)nc(N2CCOCC2)n1	1.1%	26.0
41	COC(=O)Cn1cc([N+](=O)[O-])nc1C	3.5%	6.7
42	Cc1ccc(NC(=O)c2ccc([N+](=O)[O-])o2)cc1C	-1.0%	/
43	CCOC(=O)Cn1c(=O)oc2cc(S(=O)(=O)N(C)c3ccc(OC)cc3)ccc21	-5.3%	12.3
44	O=c1[nH]c(SCc2ccccc2Cl)nc2c1cnn2-c1ccccc1	8.0%	-9.1
45	CC(Cc1cccs1)NCc1ccc(Cl)cc1 (stereo not given)	-3.9%	1.2
46	CC(/C=C/c1ccccc1)=N/NC(=O)CNC(=O)c1ccccc1F	-5.9%	6.6
47	O=c1c(-c2ccc(O)cc2O)coc2cc(O)cc(O)c12	2.8%	-6.5
48	CCOCCCn1c(SCC(=O)Nc2cccc(S(=O)(=O)NC3=NCCCCC3)c2)nc2ccccc2c1=O	-2.3%	4.4
49	C=CCOC(=O)C1=C[C@H](c2cn(C(C)=O)c3ccccc23)C[C@H](OCCCCO)O1	4.3%	/
50	CCN(CC)c1ccc(/C=N/NC(=O)c2cccc(S(=O)(=O)N3CCOCC3)c2)c(O)c1	2.3%	1.2
51	O=C1NCCN1Cc1cccc(Cl)c1	0.6%	4.2
52	c1ccc(Nc2c3c(nc4ccccc24)CCC3)cc1	-5.0%	5.7
53	O=C(Nc1ccncc1)c1ccc(C(=O)Nc2ccncc2)cc1	1.4%	-5.3
54	CC1=C(C(=O)N2CCOCC2)C(c2cc(C)ccc2C)NC(=S)N1 (stereo not given)	-9.1%	0.7
55	CC1CCCCC1NC(=O)C1CCCN1S(=O)(=O)c1cccc2nsnc12 (stereo not given)	-5.2%	-8.4
56	COc1ccc2c(c1OC)C(=O)OC2c1c(O)n(C2CCCCC2)c(=O)[nH]c1=O (stereo not given)	-1.7%	/
57	CCCOP(=O)(c1ccc(N(C)C)cc1)C(Nc1ccccc1)c1ccc(N(C)C)cc1 (stereo not given)	-3.2%	13.3
58	NC(=O)c1cc(-c2ccccc2)nc(N2CCCCCC2)n1	4.8%	/
59	COc1ccc(N2CCN(Cc3nc4scc(-c5cccs5)c4c(=O)[nH]3)CC2)cc1	7.4%	-21.9
60	N/C(=N\c1nc2ccccc2o1)NC(=O)c1ccc(F)cc1	-1.0%	/

More results
entry	SMILES	M. tuberculosis GlmU	Mtb RmlCD inh
61	Cc1nc(SCC(=O)Nc2ccccc2C(F)(F)F)c(C#N)c(C)c1CC(=O)c1ccc(Br)cc1	5.2%	/
62	CCCc1sc(N)nc1-c1ccc(Cl)cc1	-6.2%	0.9
63	COC(=O)C1=C(C)NC(=O)/C1=C\c1ccc2c(c1)OCO2	0.9%	3.9
64	Fc1cccc(Cl)c1CNC(c1ccccc1)c1ccccc1	4.0%	/
65	C/C(=N\NC(=O)CSc1nc2ccccc2s1)c1ccco1	6.5%	/
66	CCOC(=O)C1=C(C)N(C)C(=S)NC1c1cccc(Cl)c1Cl (stereo not given)	4.3%	/
67	COCCNC(=S)N/N=C(\C)c1cccc([N+](=O)[O-])c1	8.2%	-12.3
68	O=C1CN(C(=O)COC(=O)CNC(=O)c2ccc(Cl)cc2)c2ccccc2N1	0.2%	21.3
69	CCOCCn1c(N2CCN(c3ccccc3)CC2)nc2c1c(=O)n(C)c(=O)n2C	3.3%	/
70	Cn1cc(Br)c(C(=O)NNC(=O)c2ccccc2)n1	6.2%	4.6
71	Cc1cc2nc(C)n(CCCNC(=O)Nc3ccc(F)cc3)c2cc1C	-0.9%	-8.3
72	CCOC(=O)c1cc(C)sc1NC(=O)CCC(=O)O	0.2%	/
73	O=[N+]([O-])c1ccc(Nc2c3ccccc3nc3ccccc23)cc1	-14.0%	3.5
74	CCCCn1c(=O)[nH]c2ccccc21	-1.9%	9.8
75	Cc1cc2c(cc(C(=O)OC(C(=O)NCC3CCCO3)C(C)C)n2C)o1 (stereo not given)	8.8%	-0.3
76	COc1ccccc1OCCNC(=O)c1cc(F)c(F)cc1Cl	6.5%	3.1
77	CSC(=NC#N)N1CCN(c2c(C)cccc2C)CC1	-7.0%	5.9
78	O=C(c1ncc[nH]1)c1ccco1	0.7%	1.8
79	O=S(=O)(c1cccc2cccnc12)N1CCN(Cc2ccccc2)CC1	2.1%	-5.6
80	CC(C)CNS(=O)(=O)c1ccc(CCC(=O)O)cc1	2.4%	7.5
81	Cc1ccc(-n2c(CSc3nc(C)cc(C)n3)nnc2SCC(=O)NCc2ccco2)cc1	-1.2%	-0.3
82	COc1cc(C(=O)O)ccc1O	-2.3%	/
83	NS(=O)(=O)c1ccc(NC(=O)Nc2ccc(C(F)(F)F)cc2)cc1	-1.0%	78.7
84	CCOC(=O)c1c(-c2cccs2)csc1NC(=O)CSc1ncn[nH]1	4.6%	35.1
85	COc1ccc(S(=O)(=O)N2CCOCC2)cc1NC(=O)Cc1ccc(Cl)c(Cl)c1	-0.9%	11.6
86	COc1ccc(C)cc1S(=O)(=O)N(CC(=O)N1CCCC1)c1ccccc1	0.5%	9.8
87	O=C(NC1CSC/C1=N\O)c1ccccc1 (stereo not given)	3.2%	20.4
88	Cc1cccc(C)c1NC(=O)NC1(C(=O)NCCCN2CCOCC2)CCCCC1	2.1%	/
89	Cc1ccc(-c2ccc(CCC(=O)O)n2NC(N)=S)cc1	-0.9%	6.0
90	Cc1ccc(NC(=O)CCC(=O)NNS(=O)(=O)c2ccccc2)cc1C	2.1%	-9.5

Some of the entries so far, with one line to a screen.
#66 CCOC(=O)C1=C(C)N(C)C(=S)NC1c1cccc(Cl)c1Cl (stereo not given)
#89 Cc1ccc(-c2ccc(CCC(=O)O)n2NC(N)=S)cc1
#82 COc1cc(C(=O)O)ccc1O
#62 CCCc1sc(N)nc1-c1ccc(Cl)cc1
#74 CCCCn1c(=O)[nH]c2ccccc21

assay / entry | 66 | 89 | 82 | 62 | 74
M. tuberculosis GlmU | 4.3% | -0.9% | -2.3% | -6.2% | -1.9%
Mtb RmlCD inh | / | 6.0 | / | 0.9 | 9.8

The list continues.
entry	SMILES	M. tuberculosis GlmU	Mtb RmlCD inh
91	COC(=O)C1=C(c2ccc(S(C)(=O)=O)cc2)C[C@@H]2CC[C@H]1N2C(=O)NCCCOC(C)C	-5.2%	/
92	CCCOc1ccc(/C(O)=C2\C(=O)C(=O)N(CCCOC)C23C(=O)N(C)c2ccccc23)cc1 (stereo not given)	2.7%	12.3
93	COc1ccc(C(c2nnnn2Cc2ccccc2)N2CCN(c3nc4ccccc4s3)CC2)cc1OC (stereo not given)	2.5%	/
94	CC(CC(=O)Nc1cccc(Cl)c1)c1ccccc1 (stereo not given)	5.8%	0.9
95	COc1ccccc1-n1cnc2c(c1=O)c1nc3ccccc3nc1n2-c1ccc(C)cc1	-2.4%	-10.0
96	CC(=O)OC(C(=O)NC1CCCCC1)c1ccc(C)cc1 (stereo not given)	3.5%	0.9
97	Cc1cc(C(=O)OCC(=O)NCCc2ccccc2)c(C)o1	0.8%	/
98	O=C(c1cc(-c2ccc3c(c2)OCO3)on1)N1CCOCC1	-4.1%	/
99	O=C(Nc1nc2c(s1)CCCC2)C1COc2ccccc2O1 (stereo not given)	1.9%	/
100	CC1CCCN(C(=O)c2ccc(CNc3c(N4CCCCC4)c(=O)c3=O)cc2)C1 (stereo not given)	-1.8%	6.7
101	O=C(Cn1c(=S)[nH]c2ncccc2c1=O)NCCc1ccccc1	-3.9%	27.2
102	CCCn1c(=O)c2ccccc2n2c(SCc3nnc(-c4ccccc4Br)o3)nnc12	-0.3%	-9.4
103	Cc1sc2nc(SCC(N)=O)n(-c3ccccc3)c(=O)c2c1C	4.0%	0.8
104	Cc1c(Cl)c([N+](=O)[O-])nn1CC(=O)NCC(C)C	1.4%	/
105	COC(=O)c1ccccc1NC(=O)Nc1ccc(Cl)cn1	2.6%	-6.2
106	CC(C)Cn1c(/C=N/Nc2nc3ccccc3[nH]2)nc2ccccc21	-0.6%	0.5
107	Cc1ccccc1-c1n[nH]c(=S)n1C	0.1%	/
108	O=C(COC(=O)/C=C/c1cccc(C(F)(F)F)c1)NC(c1ccccc1)c1ccccc1	3.2%	/
109	CCOC(=O)N1CCN(C(=O)C2CCCN(S(=O)(=O)c3ccc(F)cc3)C2)CC1 (stereo not given)	5.4%	/
110	O=C(NC1=NCCS1)c1ccc(Cl)c(S(=O)(=O)N2CCOCC2)c1	-1.5%	3.7
111	O=C(c1ccc(CS(=O)(=O)c2ccc(Br)cc2)o1)N1CCN(c2ccccn2)CC1	0.5%	-7.5
112	Fc1ccc2c(c1)nnn2C1CCN(Cc2nnnn2CCc2ccccc2)CC1	-7.2%	15.2
113	CN(Cc1ccccc1)C1=CC(=[N+]2CCCCC2)CC(C)(C)C1	-2.4%	/
114	COc1ccc(-c2csc(NC(=O)c3ccc(N4C(=O)CCC4=O)cc3)n2)cc1OC	-2.1%	-4.1
